Bioassay records: PubChem, The Scripps Research Institute Molecular Screening Center
FBW7 act: activators of human E3 ligase FBW7; AlphaScreen FBW7–phospho-cyclin E peptide binding, activator screen; AID 1259310; Q969H0; normalized activity (activation), % at 26.1 µM; 0.13% of 650,000 active; in the data active = normalized activity above about 1.9%;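 also: purified mutant Fbw7 with reduced substrate affinity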
Target sequence (Q969H0 whole entry, looked up): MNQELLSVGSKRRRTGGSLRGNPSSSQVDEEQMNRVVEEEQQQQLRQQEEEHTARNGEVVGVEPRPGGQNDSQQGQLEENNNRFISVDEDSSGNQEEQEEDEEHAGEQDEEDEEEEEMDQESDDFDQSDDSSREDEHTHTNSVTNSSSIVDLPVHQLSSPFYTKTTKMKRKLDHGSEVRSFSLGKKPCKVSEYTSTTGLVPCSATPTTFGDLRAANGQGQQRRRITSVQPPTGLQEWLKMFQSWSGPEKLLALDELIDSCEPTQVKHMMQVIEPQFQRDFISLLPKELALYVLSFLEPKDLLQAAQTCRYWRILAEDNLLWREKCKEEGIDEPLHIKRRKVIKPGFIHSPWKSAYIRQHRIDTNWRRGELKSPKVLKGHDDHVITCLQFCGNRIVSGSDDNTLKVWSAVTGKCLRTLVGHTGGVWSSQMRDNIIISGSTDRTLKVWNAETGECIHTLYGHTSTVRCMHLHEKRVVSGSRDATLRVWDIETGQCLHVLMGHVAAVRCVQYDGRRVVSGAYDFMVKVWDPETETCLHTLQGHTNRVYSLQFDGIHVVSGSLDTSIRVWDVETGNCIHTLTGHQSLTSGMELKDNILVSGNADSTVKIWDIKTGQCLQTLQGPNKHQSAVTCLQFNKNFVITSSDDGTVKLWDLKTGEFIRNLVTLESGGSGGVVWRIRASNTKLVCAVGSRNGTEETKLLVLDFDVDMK
MITF inh: human MITF inhibition, primary screen. AlphaScreen MITF homodimerization, bead proximity signal. inhibition, % at 2.6 µM. 0.91% of 650,000 active. AID 1259374; in the data active = inhibition above about 50%;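 also: 0% = vehicle wells with protein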
TEAD-YAP inh: TEAD-YAP interaction inhibition; HEK-TIYL cells, TEAD-Gal4/YAP UAS-luciferase luminescence; inhibition, % at 9.12 µM; 1.4% of 640,000 active; AID 1259422; in the data active = inhibition above about 32%;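 also: 0% = median of test compound wells and 100% = reference inhibitor wells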
GPR151 ag: human GPR151 activation | Q8TDV0 | PathHunter beta-arrestin GPR151 cells, luminescence | activation, % at 11.2 µM | 1% of 650,000 active; in the data active = activation above about 4.9%;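 also: 0% = median of compound wells and 100% = cells with positive control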
* = called active by the depositor.

(1) Nc1c(C(=O)Nc2ccc(F)cc2)sc2nc(-c3ccncc3)ccc12
(2) COc1cccc2cc(C(=O)C3=C(O)C(=O)N(c4cc(C)on4)C3c3ccccc3)oc12 (stereo not given)
(3) O=C(CSc1ncn[nH]1)OCN1C(=O)c2ccccc2C1=O
(4) COc1cccc2cc(C(=O)Nc3cccc(C(=O)NCc4ccccc4)c3)c(=O)oc12
(5) CCCc1n[nH]c2c1/C(=N\O)CC(c1ccccc1)C2 (stereo not given)
(6) COC(=O)C1=C(C)NC(=O)C1(NC(=O)c1cccc(C)c1)C(F)(F)F (stereo not given)
(7) CC(c1cccs1)N(C)C(=O)c1cc(Cc2ccccc2)no1 (stereo not given)
(8) Cc1cccc(NC(=O)CN2C(=O)C(C)(C)Oc3ccc(C(=O)NC4CCCC4)cc32)c1C
Compound | 1 | 2 | 3 | 4 | 5 | 6 | 7 | 8
FBW7 act | -0.1 | -0.1 | 0.0 | 0.3 | 0.0 | -0.1 | -0.1 | -0.1
MITF inh | -12 | 4 | 0 | 18 | 6 | 14 | -4 | 1
TEAD-YAP inh | -7 | 5 | 11 | 10 | -6 | -4 | 10 | 14
GPR151 ag | -0.7 | -1.4 | 0.7 | -0.8 | 0.9 | 1.4 | 2.8 | 0.4

(9) Cc1ccc(C(=O)N(Cc2sccc2C)C2CCS(=O)(=O)C2)cc1 (stereo not given)
(10) O=C1N[C@@H](CO)C(=O)N2CCN(S(=O)(=O)c3cccc4ccccc34)C[C@H]12
(11) Cc1ccnc(NC(=O)c2cc(I)ccc2Cl)c1
(12) COc1ccc(CNC(=O)C2CCN(c3nc(C)cc(C)n3)CC2)c(OC)c1
(13) COC(=O)c1ccc(C2C(C(=O)OCCc3ccccc3)=C(C)NC3=C2C(=O)CC(C)(C)C3)cc1 (stereo not given)
(14) CCc1cccc(OCC(=O)Nc2ccc(F)cc2)c1
(15) Cc1sc2nc(CCl)nc(Cl)c2c1C
(16) COCC(C)n1c(C)cc(C(=O)COc2cccnc2[N+](=O)[O-])c1C (stereo not given)
Compound | 9 | 10 | 11 | 12 | 13 | 14 | 15 | 16
FBW7 act | -0.3 | 0.0 | -0.3 | 0.2 | 0.5 | 0.5 | 0.2 | -0.4
MITF inh | 13 | -14 | 2 | 15 | 4 | 7 | 7 | -2
TEAD-YAP inh | -13 | -3 | 7 | -7 | 6 | -25 | 1 | -2
GPR151 ag | 2.0 | 1.0 | 0.2 | -0.4 | -0.1 | -0.8 | 1.4 | -0.1

(17) O=C(c1ccco1)N1CCN(Cc2nc(-c3ccc(F)cc3)cs2)CC1
(18) O=C(CS(=O)CC(=O)Nc1cccnc1)Nc1ccc(F)cc1 (stereo not given)
(19) Cc1cc(C)n2nc(C(=O)Nc3nc4c(C)cccc4s3)nc2n1
(20) COc1ccc(N2C(=O)C(=O)/C(=C(\O)c3ccccc3)C2c2ccc(O)c(OC)c2)cc1 (stereo not given)
(21) Clc1ccccc1Cn1nnc2c(NCc3cccs3)ncnc21
(22) CCOC(=O)CSc1nc2c(sc(=S)n2-c2ccccc2C)c(=O)n1-c1ccccc1
(23) CCOC(=O)c1c(NC(=O)c2ccc(F)c(F)c2)sc(C)c1C
(24) CCc1c(C(=O)N2CCN(c3ccc(F)cc3)CC2)[nH]c(C)c1C(C)=O
Compound | 17 | 18 | 19 | 20 | 21 | 22 | 23 | 24
FBW7 act | 0.1 | 0.1 | -0.1 | -0.2 | 0.0 | 0.0 | -0.2 | 0.2
MITF inh | 8 | -19 | -1 | -16 | 18 | -3 | -2 | 21
TEAD-YAP inh | -3 | -2 | 8 | 2 | -3 | -6 | -7 | 11
GPR151 ag | 1.2 | 0.3 | 0.6 | -0.3 | 0.4 | -0.3 | 0.1 | -0.3

(25) CCOc1ccccc1C(=O)NCc1ccc(F)cc1
(26) CC1CC(C)CN(S(=O)(=O)c2ccc3[nH]cc(C(=O)N4CCCC4)c(=O)c3c2)C1 (stereo not given)
(27) C/C(CC(=O)Nc1ccc(Br)cc1)=N\NC(=O)C(=O)Nc1ccccc1C
(28) Cc1ccc(-n2cnc3sc4c(c3c2=O)CCC4)cc1
(29) Cc1ccc(-c2nn3c(C)nnc3s2)cc1NC(=O)c1cccc(OC(C)C)c1
(30) CCOC(=O)CSc1nc2c(sc3ccccc32)c(=O)n1CCO
(31) CCCc1nnc(NC(CC)OC(=O)c2cc(C)nc3ccccc23)s1 (stereo not given)
(32) O=c1[nH]c2ccccc2n1CCCSc1nnnn1-c1ccccc1
Compound | 25 | 26 | 27 | 28 | 29 | 30 | 31 | 32
FBW7 act | 0.0 | -0.1 | -0.1 | 0.0 | 0.0 | 0.0 | -0.1 | 0.0
MITF inh | 6 | -2 | -21 | -4 | -1 | -2 | 8 | 11
TEAD-YAP inh | -8 | -6 | 0 | -37 | -14 | -2 | 5 | -3
GPR151 ag | 1.4 | 0.7 | 1.4 | -1.3 | -0.9 | 1.4 | 1.3 | 0.0

(33) Cn1c(CNc2ccccc2[N+](=O)[O-])c(C#N)c2ccccc21
(34) CC1=CC(C)(C)Nc2ccc(OC(=O)c3ccc(Cl)c([N+](=O)[O-])c3)cc21
(35) CCn1c(SCC(=O)Nc2ccc(F)c(Cl)c2)nc2c1c(=O)n(C)c(=O)n2C
(36) CS(=O)(=O)N(CC(=O)NCCC1=CCCCC1)c1ccc(F)c(Cl)c1
(37) CC(=O)c1cc2c(cc1Nc1c(-c3ccc(C(C)C)cc3)c(=O)c1=O)OCO2
(38) C=CCC(O)(CC=C)C(C)NC(=O)CCc1nnc(-c2ccsc2)o1 (stereo not given)
(39) O=C1c2cccc3c([N+](=O)[O-])ccc(c23)C(=O)N1CCc1ccccc1
(40) Cc1noc(NS(=O)(=O)c2ccc(NC(=O)/C=C/c3cccs3)cc2)c1C
Compound | 33 | 34 | 35 | 36 | 37 | 38 | 39 | 40
FBW7 act | -0.1 | -0.3 | -0.1 | -0.1 | 0.8 | 0.3 | 0.1 | -0.2
MITF inh | 5 | 13 | 12 | -19 | 13 | 1 | 14 | 6
TEAD-YAP inh | -9 | -23 | 21 | 1 | 7 | -6 | 4 | 5
GPR151 ag | 2.3 | -0.8 | -1.1 | -2.0 | 0.1 | -0.1 | 6.9* | 1.3

2 records picked at random from the list so far, as already listed:
(36) CS(=O)(=O)N(CC(=O)NCCC1=CCCCC1)c1ccc(F)c(Cl)c1
(33) Cn1c(CNc2ccccc2[N+](=O)[O-])c(C#N)c2ccccc21
Compound | 36 | 33
FBW7 act | -0.1 | -0.1
MITF inh | -19 | 5
TEAD-YAP inh | 1 | -9
GPR151 ag | -2.0 | 2.3

The list continues.
(41) CC(C)c1ccc(OCC(=O)N/N=C/c2cccnc2)cc1
(42) CSc1ccc(Cc2nnc(NC(=O)c3cc(C)oc3C)o2)cc1
(43) Cc1cc(Cl)ccc1OCCCC(=O)Nc1nnc(C(F)(F)F)s1
(44) CCCc1nc(NC)nc(-c2ccccc2O)n1
(45) O=C(COC(=O)c1cccc(N2C(=O)C3C4C=CC(C4)C3C2=O)c1)c1ccccc1 (stereo not given)
(46) CCc1cccc(CC)c1NS(=O)(=O)c1cccs1
(47) COc1ccc(CNC(=O)c2c(O)c3cccc4c3n(c2=O)CCC4)cc1
(48) Cc1c(NC(=O)C(C)N2C(=O)C3C4C=CC(C4)C3C2=O)c(=O)n(-c2ccccc2)n1C (stereo not given)
Compound | 41 | 42 | 43 | 44 | 45 | 46 | 47 | 48
FBW7 act | 0.0 | -0.1 | -0.1 | 0.1 | 0.1 | 0.1 | 0.0 | -0.1
MITF inh | 1 | 2 | 13 | -8 | 6 | 2 | 10 | 1
TEAD-YAP inh | 6 | 11 | 12 | -12 | 12 | 2 | 6 | 2
GPR151 ag | 0.7 | -0.5 | 0.0 | 0.5 | 1.9 | 0.8 | 0.2 | 0.4

(49) CCCN(C=O)/N=C/c1ccc([N+](=O)[O-])cc1O
(50) COc1ccc(CCNc2nc(N3CCCC3CO)nc3c2ncn3Cc2ccc(C(F)(F)F)cc2)cc1 (stereo not given)
(51) Cc1ccc(C(=O)c2sc3nc(-c4ccccc4)ccc3c2N)c(C)c1
(52) O=C(O)c1ccc(NC(=O)c2cn(-c3ccccc3)nc2-c2ccc(Cl)cc2)cc1
(53) O=C(Nc1ncnc2sc3c(c12)CCC3)c1ccccc1Cl
(54) O=C(Cc1c[nH]c2ccccc12)N1CCC(c2nnc(-c3ccc(F)cc3)o2)CC1
(55) Cc1[nH]c(=O)[nH]c(=O)c1S(=O)(=O)N1CCCC(C(=O)NCc2ccccc2Cl)C1 (stereo not given)
(56) O=c1cc(CCl)nc2ccc(Br)cn12
Compound | 49 | 50 | 51 | 52 | 53 | 54 | 55 | 56
FBW7 act | -0.3 | 0.1 | 0.4 | 0.1 | 0.2 | 0.1 | 0.6 | 0.0
MITF inh | 5 | 3 | -16 | 15 | 8 | -2 | 29 | 1
TEAD-YAP inh | 4 | 1 | -10 | -14 | -6 | -1 | 4 | -8
GPR151 ag | -0.2 | 0.6 | 0.1 | -0.4 | 2.4 | 1.1 | -0.1 | -0.6

(57) O=C(c1ccc([N+](=O)[O-])cc1)N1CCCc2ccccc21
(58) NCCNCCCSc1ccc(Cl)cc1
(59) Cc1ccc(NC(=O)c2cc3cc([N+](=O)[O-])ccc3oc2=N)cc1C
(60) COc1ccc(-c2cc(-c3ccccc3)nc(SCC(=O)C3CC3)c2C#N)cc1
(61) Cc1ccc(Cl)cc1N1C(=O)C2C3C=CC(CO)(O3)C2C1=O (stereo not given)
(62) CCOC(=O)C1=C(C)N=c2s/c(=C/c3ccc(Cl)cc3)c(=O)n2C1c1ccc(C)cc1 (stereo not given)
(63) CC1CCC(NC(=O)CCCCn2c(=O)[nH]c3ccsc3c2=O)CC1 (stereo not given)
(64) CCN1CCN(C2=NC(C(=O)Nc3ccc(OC)cc3)CC(=O)N2)CC1 (stereo not given)
Compound | 57 | 58 | 59 | 60 | 61 | 62 | 63 | 64
FBW7 act | -0.1 | 0.1 | -0.1 | 0.0 | 0.1 | 0.1 | -0.2 | 0.7
MITF inh | 12 | 26 | -4 | -16 | -2 | 10 | 0 | 24
TEAD-YAP inh | -10 | 13 | -4 | 0 | -2 | -7 | 0 | -7
GPR151 ag | -0.7 | 0.8 | -2.1 | 0.3 | 0.5 | -0.7 | 0.8 | -0.8

One compound at a time, from the list above. Values in the order: FBW7 act	MITF inh	TEAD-YAP inh	GPR151 ag
Cc1ccc(NC(=O)c2cc3cc([N+](=O)[O-])ccc3oc2=N)cc1C is listed with -0.1	-4	-4	-2.1
Cc1ccc(Cl)cc1N1C(=O)C2C3C=CC(CO)(O3)C2C1=O (stereo not given) is listed with 0.1	-2	-2	0.5
CC1CCC(NC(=O)CCCCn2c(=O)[nH]c3ccsc3c2=O)CC1 (stereo not given) is listed with -0.2	0	0	0.8

More compounds:
(65) Cc1cccc(CN2CCN3C(=O)[C@@H](CC(C)C)NC(=O)[C@H]3C2)c1
(66) COCCNC(=S)N1CCN(c2ccc(S(=O)(=O)N3CCCC3)cc2)CC1
(67) COc1cccc(/C=C2\N=C(c3c(-c4ccccc4)noc3C)OC2=O)c1OC
(68) CCSc1ccc(C(F)(F)F)cc1[N+](=O)[O-]
(69) N/C(=N\OC(=O)c1ccccc1Br)c1ccc(Cl)cc1
(70) O=C(c1cc(-c2ccccc2)on1)N1CCCC(COCc2ccccc2)C1 (stereo not given)
(71) CCN1C(=O)/C(=c2\sc3nc(-c4ccccc4OC(C)=O)nn3c2=O)c2ccccc21
(72) Cc1cccc(C(=O)Nc2ccc(S(=O)(=O)NC(C)(C)C)cc2)c1
Compound | 65 | 66 | 67 | 68 | 69 | 70 | 71 | 72
FBW7 act | -0.1 | -0.2 | 0.0 | -0.1 | -0.1 | 0.4 | 0.3 | 0.1
MITF inh | -15 | 0 | 1 | 0 | 6 | 1 | 15 | 0
TEAD-YAP inh | -11 | 6 | 2 | -3 | -54 | 6 | -3 | -13
GPR151 ag | -0.5 | -0.3 | 0.0 | 0.1 | -0.5 | 3.9 | 0.0 | 1.2

(73) O=C(Nc1ccc(I)cc1)C1CCCO1 (stereo not given)
(74) CCCCOc1ccc(C(=O)NCc2n[nH]c(=S)n2-c2ccccc2)cc1
(75) CCCCC(c1nnnn1Cc1ccco1)N1CCN(c2ccc(OC)cc2)CC1 (stereo not given)
(76) CCCCc1nc(SCC(=O)Nc2nnc(CC)s2)n[nH]1
(77) CCCN(CCC)S(=O)(=O)c1ccc(C(=O)N2CC(=O)Nc3ccc(Br)cc3C2c2ccccc2)cc1 (stereo not given)
(78) C=CC(=O)NCC(c1cccs1)N1CCOCC1 (stereo not given)
(79) CCc1cccc(C)c1N1C(=O)CN(Cc2ccccc2)C1=S
(80) CC(=O)N(c1ccc(C)cc1Br)S(=O)(=O)c1ccc2ccccc2c1
(81) CCOc1ccc(CSC2=NCCN2)cc1Cl
(82) CN(C)c1ccc(/C=C2\N=C(c3ccccc3F)OC2=O)cc1
(83) CCOC(=O)C1CCC(CN(Cc2ccc(Cl)cc2)S(=O)(=O)c2cccc(Cl)c2C)CC1 (stereo not given)
Compound | 73 | 74 | 75 | 76 | 77 | 78 | 79 | 80 | 81 | 82 | 83
FBW7 act | -0.1 | 0.0 | 0.0 | -0.4 | 0.1 | 0.1 | -0.1 | -0.1 | -0.3 | 0.1 | -0.3
MITF inh | -11 | 3 | 19 | 0 | -12 | 18 | 3 | 2 | -7 | 5 | 16
TEAD-YAP inh | -22 | 5 | -11 | -6 | -4 | -2 | -3 | 5 | 8 | -25 | -6
GPR151 ag | -0.2 | 0.9 | -1.4 | 0.4 | -1.3 | 0.5 | 1.0 | 0.4 | -1.0 | 1.7 | 1.0
